Bioassay records from PubChem BioAssay.
Growth percent in the NCI-60 one-dose screen (48 h, 10 µM unless noted): 100 = growth as untreated, 0 = no growth, -100 = all killed.
OVCAR-5: OVCAR-5 ovarian cancer; 82,000 compounds, 2.9% hits
U251: U251 CNS tumor cells; 80,000 compounds, 5.4% hits; AID 1794753
OVCAR-8: OVCAR-8 ovarian cancer; 81,000 compounds, 4.4% hits
SF-295: SF-295 CNS cancer cells. 79,000 compounds, 5.6% hits
SK-OV-3: SK-OV-3 ovarian cancer cells. 80,000 compounds, 3.2% hits
DU-145: DU-145 prostate cancer; 81,000 compounds, 4.2% hits
OVCAR-3: OVCAR-3 ovarian cancer | 79,000 compounds, 7% hits
OVCAR-4: OVCAR-4 ovarian cancer cells. 80,000 compounds, 3.7% hits
PC-3: PC-3 prostate cancer cells | 80,000 compounds, 3.9% hits
The depositor's hits bear a star; . = no result given; & = joins results of further samples. The calls were made as follows: active = growth percent below 10; inactive = the rest.

SMILES	OVCAR-5	U251	OVCAR-8	SF-295	SK-OV-3	DU-145	OVCAR-3	OVCAR-4	PC-3
CC(=O)Nc1ccc(/C=C2\C(=O)NC(=S)N2/C=C(\C#N)c2ccc([N+](=O)[O-])cc2)cc1	116	88	95	104	113	111	108	101	95
Clc1cccc(COc2ccc(Nc3ncnc4onc(-c5ccccc5)c34)cc2)c1	89	104	97	99	.	92	105	71	83
SCCCCCCS	106	98	95	68	123	114	120	115	93
CC(C)C1=CC2=CC[C@@H]3[C@](C)(CCC[C@@]3(C)C(=O)OCC#CCN3CCCC3)[C@H]2CC1	85	53	67	74	72	97	72	61	56
COc1ccc(/C=C2/N=C3N(N=C(CC#N)N3c3ccccc3)C2=O)cc1	120	113	104	.	109	115	111	104	94
CCOC(=O)C1C(=O)C=C(c2ccc(F)cc2)CC1c1sc(N(C)Cc2ccccc2)nc1Cl (stereo not given)	87	96	88	75	90	119	88	78	55
NNc1cnc2ccccc2n1	97	102	104	97	95	119	103	103	87
Cc1ccc(S(=O)(=O)N(CCn2ccnc2[N+](=O)[O-])CCn2ccnc2[N+](=O)[O-])cc1	103	102	101	109	109	106	124	107	95
COc1ccc(-c2ncnc3c2ncn3CC#CCCl)cc1	98	29	65	95	86	88	53	51	57
Cc1ccc(N)cc1[N+](=O)[O-]	116	99	103	105	112	115	115	83	96
Cc1ccc[n+](CCc2ccccc2)c1	115	98	103	106	102	114	115	118	96
CCC(=O)Nc1ncnc2nc[nH]c12	99	101	101	96	124	107	116	110	106
S=C1SCN(Cc2cccs2)CN1Cc1cccs1	99	96	104	104	108	110	111	94	96
Cn1cc(-c2nc(-c3c[nH]c4ncc(Br)cc34)cs2)c2cccnc21	72	63	69	82	46	.	85	58	64
C[C@@H]1OCC2(CCN(c3cnc(C(=O)Nc4cc(F)cc5cccnc45)cn3)CC2)[C@@H]1N	80	75	87	91	102	77	19	15	56
Cc1ccc(C2=NN(c3cc(Cl)cc(Cl)c3)C(c3cccc(Nc4ccnc5cc(C(F)(F)F)ccc45)c3)C2)cc1 (stereo not given)	101	99	103	100	109	94	87	103	85
CCOC(=O)c1cnc2ccc(Cl)cc2c1NCCCN(C)C	54	8.3*	-3.5*	.	15	19	19	-12*	26
CCOC(=O)Cn1c(SCC(=O)Nc2nc3ccc(C)cc3s2)nc(-c2ccccc2)c(C#N)c1=O	113	92	106	99	77	111	95	107	97
Oc1ccc(Cl)cc1Cc1cc(Cl)cc(Cl)c1O	92	13	73	-15*	71	33	-8.3*	17	-0.1*
COc1nc(OC)nc(N(CCO)c2ccccc2)n1	99	95	99	105	107	113	.	112	97
Cc1cc2c(C(C)C)c(O)c(O)c(C=NCC(=O)O)c2c(O)c1-c1c(C)cc2c(C(C)C)c(O)c(O)c(C=NCC(=O)O)c2c1O	94	98	106	95	113	110	98	103	95
O=C(Cn1c(-c2cncs2)nc2ccccc21)Nc1ccc(F)cc1F	85	94	93	.	99	109	107	100	94
Clc1ccc(OCCSCCOc2ccc(Cl)cc2)cc1	91	103	112	89	99	108	108	108	96
CCn1cc(C(=O)O)c(=O)c2cc(F)c(N3CCN(C(=O)CSc4nc(NC(=O)c5ccccc5)cc(=O)[nH]4)CC3)cc21	96	97	97	102	107	109	105	109	94
Fc1ccc(Nc2csc(-c3ccccn3)n2)cc1	89	99	111	95	101	104	112	105	99
COc1ccc(OC)c(NC(=O)OCc2ccc3c(c2)OCO3)c1	111	94	102	101	109	105	97	97	97
CCCCCCCCCCCCCCCCS(=O)(=O)Nc1cc(C(=O)NN)cc(C(=O)NN)c1	68	48	77	.	70	81	47	48	39
CS(=O)(=O)Nc1cc(-c2ccc3ncnc(N4CCc5cc(F)c(Cl)cc54)c3c2)cnc1Cl	11	18	13	-24*	-17*	11	-23*	11	13
CC(C)NC1=C(Cl)C(=O)c2ccccc2C1=O	113	117	106	103	118	106	104	102	99
CN(C)c1ccc(NC(=O)[C@@H]2CCC(=O)N2)cc1	93	92	93	92	107	102	100	97	89
COC(=O)c1c(C(=O)OC)c2n(c1C)[C@@H](CCN1CC(=O)N3[C@@H](c4ccccc4)SC[C@H]3C1=O)SC2	98	106	102	.	111	110	112	113	90
OCCNCCNc1ccnc2cc(Cl)ccc12	95	87	90	85	111	106	107	.	87
C/C(O)=C(\C#N)c1ccc(Cl)cc1	94	.	101	90	94	107	117	100	103
COC(=O)c1ccc2c(c1)NC(=O)[C@@H]1CCCN21	112	102	98	100	95	106	102	88	100
COC(=O)c1cc(C)[nH]c2c(C)cc3nc4ccccc4c3c12	80	75	85	50	98	93	106	80	.
Cc1cn([C@H]2CC=C(CO)O2)c(=O)[nH]c1=O	95	97	101	95	105	103	104	98	103
c1ccc2c(-c3nn4cc(-c5ccc6c(c5)OCCO6)nc4s3)c[nH]c2c1	102	99	102	101	112	104	.	98	91
O=C1Nc2ccccc2/C1=N/N1C(=O)CN(c2cccc(C(F)(F)F)c2)C1=O	105	100	101	98	93	107	75	82	87
N=c1oc2ccccc2cc1C(=O)Nc1cc(-c2ccccc2)nn1-c1ccccc1	96	98	99	94	106	103	108	106	102
Cc1ccccc1NC(=O)NC(CC(N)=O)c1ccc2c(c1)nc(-c1cccc(Oc3ccc(C(C)(C)C)cc3)c1)n2CCCN1CCCCC1C (stereo not given)	89	-74*	3.1*	84	103	68	53	67	30
CN(C)c1ccc2c(c1)COC(=O)C2c1ccc(N)cc1 (stereo not given)	106	99	93	95	110	133	124	96	106
CN1C(=S)N(C)C2C1NC(=O)N2/N=C/C=C/c1ccccc1[N+](=O)[O-] (stereo not given)	94	102	98	101	128	102	.	103	95
Cc1cc(N2CCN(CC(=O)Nc3ccc4c(ccn4C)c3)CC2)nc(Cl)n1	99	96	100	101	107	108	111	103	97
CCS(=O)(=O)C(C(OC(C)=O)C(OC(C)=O)C(OC(C)=O)C(COC(C)=O)OC(C)=O)S(=O)(=O)CC (stereo not given)	141	113	106	100	121	126	119	114	112
O=c1[nH]c2ccc(Br)cc2c2c1C(c1ccc(Cl)cc1)c1c(ncn3nc(-c4ccco4)nc13)O2 (stereo not given)	74	81	79	88	60	90	82	68	72
CC1(C)CC(=O)C(/C=N/C(=S)NCCc2ccccc2)=C(O)C1	108	104	103	108	100	.	103	97	98
CC1(C)CC[C@]2(C(N)=O)CC[C@]3(C)C(=CC[C@@H]4[C@@]5(C)CCC(=O)C(C)(C)[C@@H]5CC[C@]43C)[C@@H]2C1	98	87	95	94	104	105	106	109	68
CSC(=S)OC(C)CC(C)C (stereo not given)	105	97	114	.	102	104	107	96	100
CN(C)N=Nc1c(Br)cc(Br)cc1Br	105	.	103	114	98	128	118	109	107
CC(C)(C)c1ccc(S(=O)(=O)Oc2ccc3c(ccn3C(=O)C34CC5CC(CC(C5)C3)C4)c2)cc1	106	95	94	102	.	107	99	97	98

Some of these compounds in order of length of the SMILES, lowest first:
SMILES	OVCAR-5	U251	OVCAR-8	SF-295	SK-OV-3	DU-145	OVCAR-3	OVCAR-4	PC-3
CSC(=S)OC(C)CC(C)C (stereo not given)	105	97	114	.	102	104	107	96	100
OCCNCCNc1ccnc2cc(Cl)ccc12	95	87	90	85	111	106	107	.	87
CN(C)N=Nc1c(Br)cc(Br)cc1Br	105	.	103	114	98	128	118	109	107
Cc1cn([C@H]2CC=C(CO)O2)c(=O)[nH]c1=O	95	97	101	95	105	103	104	98	103
COC(=O)c1ccc2c(c1)NC(=O)[C@@H]1CCCN21	112	102	98	100	95	106	102	88	100
COC(=O)c1cc(C)[nH]c2c(C)cc3nc4ccccc4c3c12	80	75	85	50	98	93	106	80	.
CC1(C)CC(=O)C(/C=N/C(=S)NCCc2ccccc2)=C(O)C1	108	104	103	108	100	.	103	97	98
Cc1cc(N2CCN(CC(=O)Nc3ccc4c(ccn4C)c3)CC2)nc(Cl)n1	99	96	100	101	107	108	111	103	97
N=c1oc2ccccc2cc1C(=O)Nc1cc(-c2ccccc2)nn1-c1ccccc1	96	98	99	94	106	103	108	106	102
c1ccc2c(-c3nn4cc(-c5ccc6c(c5)OCCO6)nc4s3)c[nH]c2c1	102	99	102	101	112	104	.	98	91
O=C1Nc2ccccc2/C1=N/N1C(=O)CN(c2cccc(C(F)(F)F)c2)C1=O	105	100	101	98	93	107	75	82	87
O=c1[nH]c2ccc(Br)cc2c2c1C(c1ccc(Cl)cc1)c1c(ncn3nc(-c4ccco4)nc13)O2 (stereo not given)	74	81	79	88	60	90	82	68	72
CC(C)(C)c1ccc(S(=O)(=O)Oc2ccc3c(ccn3C(=O)C34CC5CC(CC(C5)C3)C4)c2)cc1	106	95	94	102	.	107	99	97	98
CCS(=O)(=O)C(C(OC(C)=O)C(OC(C)=O)C(OC(C)=O)C(COC(C)=O)OC(C)=O)S(=O)(=O)CC (stereo not given)	141	113	106	100	121	126	119	114	112
COC(=O)c1c(C(=O)OC)c2n(c1C)[C@@H](CCN1CC(=O)N3[C@@H](c4ccccc4)SC[C@H]3C1=O)SC2	98	106	102	.	111	110	112	113	90
Cc1ccccc1NC(=O)NC(CC(N)=O)c1ccc2c(c1)nc(-c1cccc(Oc3ccc(C(C)(C)C)cc3)c1)n2CCCN1CCCCC1C (stereo not given)	89	-74*	3.1*	84	103	68	53	67	30
CC1(C)CC[C@]2(C(N)=O)CC[C@]3(C)C(=CC[C@@H]4[C@@]5(C)CCC(=O)C(C)(C)[C@@H]5CC[C@]43C)[C@@H]2C1	98	87	95	94	104	105	106	109	68

Following part
SMILES	OVCAR-5	U251	OVCAR-8	SF-295	SK-OV-3	DU-145	OVCAR-3	OVCAR-4	PC-3
Cc1c(C(=O)/C=C/c2ccc(N(C)C)cc2)nnn1-c1ccc(Br)cc1	95	101	97	94	101	102	.	99	90
CC(C)CNCCOC(=O)c1ccc(N)cc1	113&102&90	93&96&102	86&89&105	97&100&87	99&98&93	105&106&102	108&107&95	108&93&90	84&84
COc1c(/C=N/N=c2sc(C(C)=O)nn2-c2ccc(C)cc2)c(O)cc2oc(C)cc(=O)c12	95&100	99&101	99&100	107&98	117&131	106&104	104&92	105&98	100&95
CCCC(C)NCCCCCNc1cc(OC)cc2cccnc12 (stereo not given)	95	75	94	90	97	108	87	31	81
CCOc1ccc(-c2nonc2NC(=O)c2cccc(C)c2)cc1OCC	89	75	80	28	96	81	68	.	27
Cc1oc2ccc(O)c(CN3CCCCCC3)c2c1C(=O)Nc1ccc(C(F)(F)F)cc1	86	55	66	49	76	65	62	59	46
O=c1ccc(N=Nc2ccc(S(=O)(=O)Nc3nncs3)cc2)c(O)[nH]1	111	101	98	99	103	111	106	113	105
O=C(Cn1cc(-c2ccc(F)cc2)nn1)Nc1nc2ccccc2s1	95	100	100	102	104	113	106	110	92
CN1C(=O)CNC(=O)[C@H](NC(=O)c2nc3ccccc3cc2O)CSSC[C@H]1C(=O)NCCc1nc2ccccc2cc1O	129	71	92	68	117	39	19	91	56
